# Source: PubChem (National Center for Advancing Translational Sciences (NCATS))
# D1 agonist: agonists of human D1 dopamine receptor; AID 504660; P21728; activation, % at 2 µM; 360,000 compounds, 1% hits; HEK293 T-REx D1 cells, calcium flux, agonist mode; in the data active = activation above about 30%; note: 0% is about no effect
# Target sequence (P21728 whole entry, looked up): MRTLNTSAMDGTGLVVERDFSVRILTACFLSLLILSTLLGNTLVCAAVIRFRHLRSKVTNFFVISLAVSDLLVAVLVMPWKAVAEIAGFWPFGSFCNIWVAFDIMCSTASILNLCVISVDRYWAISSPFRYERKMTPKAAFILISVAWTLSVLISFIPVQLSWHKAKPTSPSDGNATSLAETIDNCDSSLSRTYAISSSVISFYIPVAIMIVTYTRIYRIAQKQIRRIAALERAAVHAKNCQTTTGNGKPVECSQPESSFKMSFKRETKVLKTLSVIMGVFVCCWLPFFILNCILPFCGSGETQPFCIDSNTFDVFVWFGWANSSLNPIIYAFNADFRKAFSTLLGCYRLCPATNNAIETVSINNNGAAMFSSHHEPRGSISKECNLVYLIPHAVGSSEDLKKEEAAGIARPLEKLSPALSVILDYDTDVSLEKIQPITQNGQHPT
#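 Tetracycline-induced HEK293 TREx D1 cells, force-coupled to calcium signalling, were dye-loaded with a no-wash calcium kit. Compound was pin-added after a 10 s baseline. Fluorescence was read kinetically at 1 cycle/s for 180 s, with calcium rises flagged as agonism.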
# D2 antagonist: antagonists of human D2 dopamine receptor; 340,000 compounds, 2% hits; inhibition, % at 10 µM; P14416; AID 485344; HEK293 TREx D2 cells, calcium flux, dopamine EC80; in the data active = inhibition above about 30%; note: 0% is about no effect
#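 Compounds are added to dye-loaded, induced HEK293 T-REx cells coupled to calcium release via D2; after a 3 min kinetic read an EC80 dopamine stimulus is given and fluorescence is recorded for 3 more min.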
# RXFP1 antagonist: RXFP1 (human) relaxin receptor antagonism | 350,000 compounds, 0.59% hits | AID 1259400 | HEK293-RXFP1, relaxin-stimulated cAMP HTRF, 30 min; hits give low values | Q9HBX9 | activity change, negative = inhibition, % at 57.5 µM;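 active = activity change of -60% or lower, but not beyond a set lower limit; inconclusive = change between -60% and -40%, or beyond the set limit; inactive = change above -40%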; note: % is set by controls: 0 for no effect and ±100 for the full control effect
# D2 potentiator: D2 dopamine receptor (human) potentiation; P14416; potentiation, % at 10 µM; 340,000 compounds, 0.34% hits; HEK293 T-REx D2, calcium flux, EC20 dopamine potentiation;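 active = potentiation over 3 SD above the plate norm, cut at about 30% in these data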; note: 0% is about no effect
#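 Tetracycline-induced Hek293 Trex D2 cells, force-coupled to calcium, loaded with no-wash calcium dye. Compound added with 180 s kinetic read for agonism, then EC20 dopamine and a further 180 s read for potentiation.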
# D1 antagonist: blocks dopamine activation of the human D1 receptor; P21728; activity change, negative = inhibition, % at 10 µM; 360,000 compounds, 3.2% hits; AID 504652; HEK293 TREx D1 cells, calcium flux, dopamine EC80; hits give low values; in the data active = activity change below about -30%; note: % is set by controls: 0 for no effect and ±100 for the full control effect
#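 Inducible Hek293 Trex D1 cells (tetracycline, overnight, 30 C). Calcium dye 30–90 min RT. Antagonist mode: EC80 dopamine added after 180 s compound read.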
# D2 agonist: D2 dopamine receptor (human) agonism. HEK293 T-REx D2 cells, calcium flux agonist mode. activation, % at 2 µM. 340,000 compounds, 0.53% hits. P14416;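 active = activation over 3 SD above normal in the single-dose calcium agonist read, cut at about 30% in these data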; note: 0% is about no effect
#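 Tetracycline-induced HEK293 Trex cells with D2 receptor force-coupled to calcium signaling, plated overnight at 30 C and loaded with no-wash calcium dye. Calcium flux read kinetically for 180 s after compound addition; responses flag agonists.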
# TRHR PAM: allosteric enhancers of human TRH receptor | P34981 | TRHR cells, fluo-8 calcium fluorescence, EC20 TRH enhancement | enhancement, % at 2 µM | 360,000 compounds, 0.66% hits; in the data active = enhancement above about 30%; note: 0% is about no effect
# Target sequence (P34981 whole entry, looked up): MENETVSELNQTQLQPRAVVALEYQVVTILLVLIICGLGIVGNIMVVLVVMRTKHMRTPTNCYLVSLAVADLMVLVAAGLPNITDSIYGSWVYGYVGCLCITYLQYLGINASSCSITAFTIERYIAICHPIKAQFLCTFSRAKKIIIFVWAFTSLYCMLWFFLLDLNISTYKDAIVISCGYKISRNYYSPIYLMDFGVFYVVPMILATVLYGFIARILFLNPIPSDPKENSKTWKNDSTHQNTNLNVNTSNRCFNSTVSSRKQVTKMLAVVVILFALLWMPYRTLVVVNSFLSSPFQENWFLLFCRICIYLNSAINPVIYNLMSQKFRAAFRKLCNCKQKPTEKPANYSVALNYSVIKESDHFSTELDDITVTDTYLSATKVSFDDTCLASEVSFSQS
#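 Enhancer read-out: after compound pinning and an initial kinetic agonist-mode read, an EC20 of TRH (10 nM final) was injected and fluo-8 calcium signal (Ex 480/Em 530) followed at 1 s/cycle for 100 cycles in TRHR-expressing cells.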
# D1 PAM: enhances dopamine response at the human D1 receptor. HEK293 TREx D1 cells, calcium flux, dopamine EC20 potentiation. potentiation, % at 10 µM. 360,000 compounds, 0.036% hits; in the data active = potentiation above about 30%; note: 0% is about no effect
# RXFP1 ag: activates the human relaxin receptor RXFP1; Q9HBX9; HEK293T-RXFP1 cAMP TR-FRET, 30 min; response scale: percent of porcine relaxin response, buffer zero; Potency, µM (top dose mostly 57.5 µM), for the others: top-dose activation, actives largely listed as activators; 370,000 compounds, 0.3% hits; AID 2676; active = well fitted activation curve with a large enough effect; inconclusive = small, poorly fitted or top-dose-only effect; note: potency is the fitted concentration of half-maximal effect; % is set by controls: 0 for no effect and ±100 for the full control effect; nearly all actives have a fitted effect of over 60% in size; many of its hits are not listed in these tables
#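 Agonist response is measured as cAMP accumulation in an RXFP1-transfected HEK293T line under PDE4 inhibition. Values are scaled between buffer-only and 29 nM porcine relaxin, and EC50s come from standard Hill equation fits.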
# * = called active by the depositor; ? = inconclusive; / = not tested or not shown. The list is partial, so the mix of outcomes need not match the whole.
SMILES,D1 agonist,D2 antagonist,RXFP1 antagonist,D2 potentiator,D1 antagonist,D2 agonist,TRHR PAM,D1 PAM,RXFP1 ag
CCOC(=O)c1c(N)c(C#N)cn1-c1ccccc1,2,4,1,-1,0,1.4,3,-3,1.4%
CCOC(=O)c1c(-c2ccc(C)cc2)csc1NC(=O)CCSc1nnc2ccccn12,2,10,/,-6,-15,0.3,4,-6,-1.5%
C=CCn1c2ccccc2c2nnc(SCC(=O)Nc3c(C)n(C)n(-c4ccccc4)c3=O)nc21,1,-4,13,-9,-2,0.1,0,1,10%
Cc1ccccc1C(=O)Nc1cccc(-c2cn3ccccc3n2)c1,0,3,-18,-13,-3,0.7,-5,-5,0.3%
CCN(CC(=O)Nc1cc(Cl)ccc1C)C(=O)c1cc([N+](=O)[O-])ccc1N1CCOCC1,2,-15,-15,-11,-4,-0.2,-6,-8,4.6%
COc1ccc(C)cc1-n1nnnc1SCc1cn2ccsc2n1,5,1,0,-4,-9,0.1,-3,-9,1.2%
O=C(O)CCC(=O)Nc1ccc(Cc2ccc(NC(=O)CCC(=O)O)c(O)c2)cc1O,2,3,0,4,-1,-1.1,10,0,-1.2%
Cc1ccc(S(=O)(=O)c2cn(C)c3cc(N4CCOCC4)c(F)cc3c2=O)c(C)c1,-1,/,-7,-4,0,0.9,12,-1,4.4%
CC(=O)Nc1ccc(Oc2cc(C#N)c(C#N)cc2N2CCOCC2)cc1,1,5,-3,7,10,2.1,-5,-5,-0.7%
CCOc1ccccc1NC(=O)c1ccc2c(c1)CCN2S(=O)(=O)c1ccc(C)cc1,2,/,1,3,-4,0.2,0,4,-0.6%
COc1ccc(Cl)cc1C(=O)Nc1ccc2c(c1)OCCO2,0,/,12,/,-11,/,0,-8,0.2%
COc1cc(N2CCCC2)c(OC)cc1/C=C(/C#N)c1cccc(F)c1,56*,8,3,-11,3,15,-1,-4,0.1%
CCOc1ccc(CN2CCNC(=O)C2CC(=O)NCCc2nc(C)c3c(n2)CCC3)cc1 (configuration not stated),2,-10,14,-4,10,1.6,15,-1,1.5%
O=C(Nc1ccccc1C(=O)OCc1cc(=O)n2nc(C3CC3)sc2n1)c1cccc(F)c1,1,/,-5,1,-5,/,3,1,3.7%
CCOC(=O)N/N=C\C=C\c1ccc2c(c1)OCO2,-1,-3,-5,-3,-21,0.2,-2,-6,3.4%
COc1ccc(/C=N/NC(=O)CN2CCS(=O)(=O)CC2)cc1,0,2,-12,4,11,-0.7,-1,-4,1.8%
O=C(COc1ccccc1Cl)Nc1cccnc1,5,-14,1,-7,4,0.3,3,-4,-4.2%
Cc1ccc(-c2nnnn2-c2ccc(C)cc2)cc1,2,6,-34,-2,0,0.0,-3,0,-1.2%
O=C(Oc1ccc2cccc(OC(=O)N3CCOCC3)c2c1)N1CCOCC1,1,-3,2,6,4,-1.7,4,6,2.5%
O=C(c1cc(-c2cccc(O)c2)on1)N1CCCC1,1,-10,-13,1,5,-0.9,14,-5,4.0%
Cc1nnc(SC(=O)N2c3ccccc3Sc3ccccc32)s1,4,6,19,15,12,-0.3,2,1,-0.9%
CCOC(=O)NC(=O)COC(=O)CCCSc1nc2ccccc2s1,3,-6,10,-5,-16,-0.3,4,0,-0.9%
COC(=O)c1ccc(NC(=O)COC(=O)c2cccc3c(=O)c(C)c(-c4ccccc4)oc23)cc1,2,/,-3,10,-5,/,2,-7,2.0%
Cc1ccc(-n2ncc3c2CC(C)(C)CC3NC(=O)CCc2c(C)noc2C)cc1 (configuration not stated),1,-3,-4,-3,-1,-1.7,-10,-11,0.4%
CCC(C)(C)NC(=O)C(c1ccccc1)N(C(=O)c1csnn1)C1CC1 (configuration not stated),-1,-8,-5,0,-6,-0.1,-3,-3,0.1%
Cc1noc(C)c1CSc1ccccc1C(=O)OC(C)C(N)=O (configuration not stated),1,-15,-11,-16,2,-0.2,-2,-3,1.1%
COc1cc(C(=O)NCc2nnc(SCC(=O)Nc3cccc(C)c3)o2)cc(OC)c1OC,1,13,-8,-1,-9,0.5,-1,-8,1.1%
CCOc1ccc(N(Cc2cc3cc(OC)ccc3[nH]c2=O)C(=O)C2CCCO2)cc1 (configuration not stated),0,6,0,-5,3,0.3,-15,3,1.3%
CCNC(=O)COC(=O)c1cc(C)nc2ccccc12,2,-8,-5,9,-19,-1.7,2,16,-0.1%
C=CCSc1nc2sc(C)c(C)c2c(=O)n1N,7,-15,-4,-15,17,-0.5,8,6,-0.4%
Cc1cccc(NC(=O)CSc2nc3ccc(NC(=O)COc4ccccc4C)cc3s2)c1,4,/,/,5,-12,3.1,20,-2,-0.4%
Cc1ccc2nc(NC(=O)CN3C(=O)NC4(CCCCC4)C3=O)sc2c1,2,-16,-22,4,12,0.9,0,-5,-0.6%
O=C(Cc1ccc(Cl)cc1)NCCCn1ccnc1,3,-2,-10,9,3,-1.5,5,-5,-0.1%
Cc1ccccc1C(=O)NNC(=S)Nc1cccc(C(F)(F)F)c1,27,-13,-12,13,19,-0.3,18,-3,0.1%
O=C(Cc1ccc(-c2ccccc2)cc1)NC1CCCC1,3,-20,-5,-4,-19,2.5,8,-7,2.6%
Cc1ccc(NC(=O)C2CCCN2S(=O)(=O)c2cccc3nsnc23)cc1Cl (configuration not stated),2,/,-14,12,-11,0.4,9,0,-0.6%
CCOc1ccccc1Nc1nnc(SCC(=O)Nc2ccc3[nH]c(=O)[nH]c3c2)s1,1,14,-23,-4,21,-0.1,-1,-5,-0.6%
CC(C)C(NS(=O)(=O)c1ccccc1)C(=O)N1CCCC1 (configuration not stated),1,5,3,5,3,-0.3,3,-8,1.4%
CC/S(=N\S(=O)(=O)c1ccc(C)cc1)c1ccccc1 (configuration not stated),0,0,4,7,-5,1.0,1,0,-1.2%
FC(F)(F)c1cccc(Cn2nnnc2-c2cc(Cl)cc(Cl)c2)c1,14,-5,1,-3,-14,0.4,-9,7,0.8%
Cc1cc(C)cc(C(=O)NCC(=O)OCC(=O)N(C)C2CCS(=O)(=O)C2)c1 (configuration not stated),2,-6,4,8,-1,0.3,3,-8,0.1%
O=C(O)c1cc(O)ccc1NC(=O)C1CCCO1 (configuration not stated),2,9,/,-2,0,-0.6,1,4,3.0%
Cc1cc(C)n2nc(-c3ccccc3)cc2n1,1,-13,-10,5,2,-1.2,9,0,0.2%
Nc1nc(CN2CCN(c3ccccc3)CC2)nc(N2CCCc3ccccc32)n1,0,/,16,/,-5,/,-1,-2,3.7%
CCn1cc(C(=O)N2CCCC2)c(=O)c2cc(S(=O)(=O)N3CC(C)CC(C)C3)ccc21 (configuration not stated),0,-2,10,2,-8,-0.1,-4,0,20%
CCOC(=O)c1cnc2c(cnn2C)c1NCCC#N,3,-9,-6,-3,0,0.2,0,5,1.3%
Cc1nn(Cc2noc(C(=O)NCCCn3ccnc3)n2)c(C)c1Br,2,1,6,12,-13,0.3,-3,-5,3.9%
O=C(CCC(=O)N(CC(=O)NC1CCCC1)c1ccc(F)cc1)Nc1nccs1,1,14,-10,12,-2,0.0,-9,-6,0.5%
Cc1cc(OCC(=O)N2CCN(c3cccc(Cl)c3)CC2)c2c(C)c(C)c(=O)oc2c1,1,4,-23,6,0,1.2,5,0,9.6%
CN(C)c1nc2n(c(=O)n1)CCS2,6,0,-10,16,-1,0.4,6,-5,2.6%
# More results:
SMILES,D1 agonist,D2 antagonist,RXFP1 antagonist,D2 potentiator,D1 antagonist,D2 agonist,TRHR PAM,D1 PAM,RXFP1 ag
O=c1[nH]c(SCc2n[nH]c(=S)n2-c2ccccc2)nc2sc3c(c12)CCC3,1,-18,-67*,10,-3,-0.2,12,-2,3.8%
CCN(Cc1ccccc1)C(=O)C1CCN(Cc2sccc2C)CC1,6,20,14,-3,-2,2.7,2,-3,4.2%
CC(=O)Nc1cccc(C(=O)Nc2ccc(S(=O)(=O)N3CCCCC3)cc2)c1,2,-4,-14,-2,-7,1.2,14,-5,1.9%
CCOC(=O)N1CCN(S(=O)(=O)c2ccc(OCC(=O)OC)c(C)c2)CC1,-1,4,-20,2,-2,0.0,-2,0,0.8%
COCCN(C(=O)COC(=O)/C=C/c1ccco1)c1c(N)n(Cc2ccccc2)c(=O)[nH]c1=O,1,-3,-6,-5,-23,1.6,1,0,-2.0%
CN(C)c1ccc(/C=C(\C#N)c2ccccc2)cc1,1,-7,1,-6,-4,0.5,0,-4,2.1%
Cc1ccc(C(=O)NCCSc2ccc(Cl)cc2)cc1[N+](=O)[O-],18,-9,-6,-15,-12,1.5,-6,-5,1.0%
Cc1ccc(/C=N/NC(=O)c2ccc(NC(=O)c3ccccc3Cl)cc2)o1,1,-17,-12,9,-7,0.1,4,-6,0.4%
CN(C)CCCNc1cc(C(C)(C)C)nc2c(-c3ccc(Cl)cc3)cnn12,6,0,?,-4,-13,2.5,0,-4,4.4%
C=CCn1c(SCC(=O)NC(=O)c2cccc([N+](=O)[O-])c2)nnc1-c1ccccc1,0,-4,8,10,9,0.8,0,0,-1.2%

# Just D1 antagonist, RXFP1 antagonist and D2 potentiator, for 2 of the compounds above:
Molecule	D1 antagonist	RXFP1 antagonist	D2 potentiator
C=CCn1c(SCC(=O)NC(=O)c2cccc([N+](=O)[O-])c2)nnc1-c1ccccc1	9	8	10
CCOC(=O)N1CCN(S(=O)(=O)c2ccc(OCC(=O)OC)c(C)c2)CC1	-2	-20	2

# By substructure, the entries above with a nitro group on carbon.
SMILES,D1 agonist,D2 antagonist,RXFP1 antagonist,D2 potentiator,D1 antagonist,D2 agonist,TRHR PAM,D1 PAM,RXFP1 ag
CCN(CC(=O)Nc1cc(Cl)ccc1C)C(=O)c1cc([N+](=O)[O-])ccc1N1CCOCC1,2,-15,-15,-11,-4,-0.2,-6,-8,4.6%
Cc1ccc(C(=O)NCCSc2ccc(Cl)cc2)cc1[N+](=O)[O-],18,-9,-6,-15,-12,1.5,-6,-5,1.0%
C=CCn1c(SCC(=O)NC(=O)c2cccc([N+](=O)[O-])c2)nnc1-c1ccccc1,0,-4,8,10,9,0.8,0,0,-1.2%

# Other compounds follow:
SMILES,D1 agonist,D2 antagonist,RXFP1 antagonist,D2 potentiator,D1 antagonist,D2 agonist,TRHR PAM,D1 PAM,RXFP1 ag
Cc1ccc(C(=O)N/C(=C\c2cn(C)c3ccccc23)C(=O)N2CCN(C)CC2)cc1,2,/,-39,/,10,/,-1,5,0.8%
CC1(C)CC(=O)C(CC(=O)Nc2cc(C(F)(F)F)ccc2Cl)C(=O)C1,1,/,0,/,10,/,3,0,-2.4%
O=C(O)c1c[nH]c2ccc(F)cc2c1=O,5,9,3,-15,-14,22,-7,-13,0.8%
c1ccc2c(c1)CCN(C1=Nc3cccc4cccc1c34)C2,0,-12,2,-8,-4,2.3,0,-6,3.8%
Cc1cnnc2ccc3c(no[n+]3[O-])c12,0,-5,/,-3,-3,0.4,6,-1,1.7%
